DENV2 CPE rescue – inhibitors of DENV2 cytopathic effect, primary screen, cell-based, plate reader, single concentration. CPE inhibition, % at 9.99 µM. 1.7% of 350,000 active. DENV2-infected cells, cytopathic effect rescue; in the data active = CPE inhibition above about 20%, passing the limit was not always enough; inconclusive = no clear call, values can overlap the other calls; tested in BHK-21 cells;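 note: 0% = median of neutral control wells and 100% = median of positive control wells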
PglD DTNB – C. jejuni PglD acetyltransferase inhibitors, primary screen, biochemical, DTNB colorimetric, single point; UDP-N-acetylbacillosamine N-acetyltransferase PglD (Campylobacter jejuni); purified PglD enzyme, DTNB colorimetric CoA detection; inhibition, % at 12.5 µM; 0.098% of 360,000 active; AID 602405, 2012; in the data active = inhibition above about 16%, passing the limit was not always enough; inconclusive = no clear call, values can overlap the other calls; note: strong numbers were not always called active
ERp5 inh – inhibitors of ERp5-driven insulin aggregation, primary screen, biochemical, turbidity, absorbance 650 nm, single point | Protein disulfide-isomerase A6 (Homo sapiens), Q15084 | 90 min | inhibition, % at 9.99 µM | 0.05% of 350,000 active;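 active = mean replicate inhibition above about 25%, with every replicate also reaching it, limit read from the data, passing the limit was not always enough; inconclusive = only one of those two criteria met; inactive = neither criterion met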
E-sel inducer – E-selectin induction in HUVECs, primary screen, imaging, HUVEC, immunofluorescence imaging, single point; normalized: neutral wells 0, TNF-alpha wells 100; activation, % at 7.58 µM; P16581; 0.37% of 260,000 active;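 active = mean E-selectin-positive cell signal at least 10% of the positive control, reached in at least 60% of replicates, without over 20% cell loss; inconclusive = no rule given, readout overlaps actives, possibly toxicity-flagged; inactive = the rest, including those meeting only one limit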;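 note: in these data hits start at about 27%; measured in HUVEC primary endothelial cells; signal is the percent of cells scored E-selectin positive by PE staining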
Target sequence (P16581 whole entry, looked up): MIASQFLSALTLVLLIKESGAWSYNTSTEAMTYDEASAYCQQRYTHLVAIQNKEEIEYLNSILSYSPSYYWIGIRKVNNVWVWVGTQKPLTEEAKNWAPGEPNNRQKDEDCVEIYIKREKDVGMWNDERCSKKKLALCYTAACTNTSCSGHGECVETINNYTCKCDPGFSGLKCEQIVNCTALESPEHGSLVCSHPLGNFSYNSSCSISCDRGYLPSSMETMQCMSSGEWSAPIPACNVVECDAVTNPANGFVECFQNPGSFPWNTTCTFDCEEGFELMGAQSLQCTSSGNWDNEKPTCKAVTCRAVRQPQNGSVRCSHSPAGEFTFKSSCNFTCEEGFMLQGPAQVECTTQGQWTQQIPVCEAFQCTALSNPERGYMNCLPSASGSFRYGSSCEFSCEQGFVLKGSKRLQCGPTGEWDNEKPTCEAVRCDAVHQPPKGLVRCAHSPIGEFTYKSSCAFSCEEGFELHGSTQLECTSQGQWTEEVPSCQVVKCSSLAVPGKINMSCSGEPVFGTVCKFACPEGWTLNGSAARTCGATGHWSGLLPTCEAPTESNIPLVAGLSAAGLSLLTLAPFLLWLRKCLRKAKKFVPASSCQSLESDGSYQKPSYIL
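material = human umbilical vein endothelial cells (HUVEC), E-selectin induction | quantity = 3,000 cells/well | medium = EGM-2 growth medium on 0.1% gelatin-coated wells | technique = immunofluorescence imaging | read-out basis = % PE-positive cells | control set = TNF-alpha positive control, DMSO neutral control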
C2C12 statin – suppressors of statin myotoxicity in C2C12 myotubes, primary screen, cell-based, single point, plate reader | C2C12 myotubes + simvastatin, ATP luminescence, 48 h; scaled: DMSO 0, geranylgeraniol control 100 | rescue of ATP level, % at 7.49 µM | 0.78% of 330,000 active | AID 602340, 2012;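 active = mean ATP rescue above about 67%, or every replicate alone reaching that limit, limit read from the data, passing the limit was not always enough; inconclusive = no clear call, values can overlap the other calls; inactive = mean under the limit and some replicate under it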;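 note: myotubes were challenged with 10 µM simvastatin during compound exposure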
S100A4 MyoIIA – inhibitors of S100A4-myosin IIA peptide binding, primary screen, biochemical, fluorescence polarization, TAMRA-MyoIIA peptide; 0.14% of 360,000 active; Protein S100-A4 (Homo sapiens), P26447; inhibition, % at 10.7 µM; AID 652163, 2013;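 active = mean inhibition of at least 70% across replicates, with every replicate also reaching that level; inconclusive = mean inhibition reaches 70% but some replicates fall short; inactive = mean inhibition below 70%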
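incubation = readout 5 min after mixing, signal stable up to 60 min | system = S100A4 monomer protein | buffer or medium = HEPES pH 7.2 with CaCl2, KCl, NaCl, DTT, Triton | benchmarks = neutral control DMSO, positive control TFP | also added = fluorescent myosin IIA peptide, 5 nM | compound dosing = one concentration per compound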
SIRT5 inh – SIRT5 desuccinylase inhibitors, primary screen, biochemical, fluorescence imaging, single point, set 5; 1.1% of 330,000 active; NAD-dependent protein deacylase sirtuin-5, mitochondrial (Homo sapiens), Q9NXA8; inhibition, % at 15 µM; Purified SirT5, succinyl-peptide AMC, trypsin-coupled fluorescence; AID 652115, 2013; in the data active = inhibition above about 15%; inconclusive = no clear call, values can overlap the other calls
Target sequence (Q9NXA8 whole entry, looked up): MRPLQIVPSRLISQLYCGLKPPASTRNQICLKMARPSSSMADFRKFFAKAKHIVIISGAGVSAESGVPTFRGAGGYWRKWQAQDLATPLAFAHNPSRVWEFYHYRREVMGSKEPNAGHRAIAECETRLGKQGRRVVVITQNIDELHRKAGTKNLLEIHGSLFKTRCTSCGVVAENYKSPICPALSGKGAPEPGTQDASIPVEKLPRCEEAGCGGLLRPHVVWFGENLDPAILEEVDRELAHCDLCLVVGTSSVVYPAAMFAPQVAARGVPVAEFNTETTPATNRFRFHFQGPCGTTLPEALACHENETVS
* marks the source's active call; other numbers are inactive results; ? = inconclusive; nt = no result given. An excerpt; the hit share may differ from the screen's.

SMILES	DENV2 CPE rescue	PglD DTNB	ERp5 inh	E-sel inducer	C2C12 statin	S100A4 MyoIIA	SIRT5 inh
COc1ccc(CNC(=O)CSc2ccsc2[N+](=O)[O-])cc1	2	1	8	-0.7	nt	1	0
COc1cc(OC)cc(C(=O)NC(=S)N2CCCCC2c2cccnc2)c1 (stereo not drawn)	-2	-3	-2	nt	17	-6	0
CCCCCNS(=O)(=O)c1cc2c3c(c1)CCC(=O)N3CCC2	1	4	3	0.2	8	1	-2
CCOc1c(CNc2nnnn2C)cccc1OC	-1	-1	1	0.0	2	-9	-1
Nn1cnnc1N/N=C/c1ccc(Cl)cc1Cl	5	-3	7	0.1	-7	-5	-2
CC(C)(CO)NC(=O)Nc1ccc(Cl)c(Cl)c1	nt	nt	-1	nt	nt	1	-5
O=C(CN1CCOCC1)N1CC(=O)N2[C@H](CO)[C@@H](c3ccc(-c4cccc(F)c4)cc3)[C@H]2C1	14	nt	-5	0.0	nt	3	3
COc1ccc(C(CNC(=O)c2ccc(C)c(S(=O)(=O)N3CCCCC3)c2)N2CCCC2)cc1 (stereo not drawn)	3	5	2	-0.7	11	-2	-1
CCc1cnc(N2[C@H](C#N)[C@H](c3ccc(C#CC(C)C)cc3)[C@H]2CO)s1	19	3	0	-0.6	-5	-7	1
CCc1c(C)nc(SCC(=O)N2CCCCC2C)[nH]c1=O (stereo not drawn)	nt	nt	4	7.0	nt	-1	-6
C[C@H]1CN([C@@H](C)CO)C(=O)c2cccc(NS(=O)(=O)c3ccc(Cl)cc3)c2O[C@@H]1CN(C)Cc1ccc(-c2ccccc2)cc1	?	-2	-13	?	17	0	6
C[C@H]1CN([C@@H](C)CO)S(=O)(=O)c2ccc(C#CCC3CCCC3)cc2O[C@H]1CN(C)C(=O)CN(C)C	7	3	3	0.1	-86	7	-2
CCCOc1ccc(N2CC(C(=O)Nc3ccccc3C(=O)NCc3ccco3)CC2=O)cc1 (stereo not drawn)	-3	-4	1	nt	18	2	-1
C[C@H](O)CC1=C[C@H](O)[C@@H](C)OC1=O	14	0	3	nt	1	-10	nt
CS(=O)(=O)c1cccc(C(=O)Nc2ccccc2Cc2ccccc2)c1	13	1	-1	nt	11	-12	-11
Cc1noc(C)c1NC(=O)N(C)C[C@H]1Oc2ncc(C#CC3CC3)cc2C(=O)N([C@@H](C)CO)C[C@H]1C	-5	-3	1	0.0	-1	-8	-4
CC(=O)N1c2c(cc(Br)cc2S(=O)(=O)NCc2ccccc2)CC1C (stereo not drawn)	5	nt	3	-0.1	-3	-3	nt
NC(=S)N/N=C/c1coc2ccc(F)cc2c1=O	1	0	0	-1.1	nt	-4	1
C[C@H]1CCCCO[C@@H](CN(C)Cc2ccc3c(c2)OCO3)[C@@H](C)CN([C@@H](C)CO)C(=O)c2cc(NC(=O)Nc3ccccc3)ccc2O1	2	17	-1	2.1	nt	10	3
O=C(CCN1CCCCO1)N1CCCC(Nc2ccc(F)c(F)c2)C1 (stereo not drawn)	-14	-3	8	0.2	-18	-5	0
O=C(N[C@H]1CC[C@@H](CCNS(=O)(=O)c2ccc(F)cc2)O[C@H]1CO)C1CCOCC1	38*	-1	-4	0.0	-13	9	-1
Cc1ccccc1OCC(=O)NNC(=O)c1ccc2c(=O)n3c(nc2c1)CCC3	9	-1	1	nt	-7	-13	-1
C[C@H]1C[C@H]2[C@@H]3CCC4=CC(=O)C=C[C@]4(C)[C@@]3(F)[C@@H](O)C[C@]2(C)[C@@]1(O)C(=O)CO	-7	1	-5	1.9	8	-1	-2
O=C(CCc1ccccc1)NC(c1cccs1)c1cc(Cl)c2cccnc2c1O (stereo not drawn)	9	nt	-2	2.7	nt	0	1
CCOC(=O)c1sc(NC(=O)C2CSC3(C)CCC(=O)N23)nc1C (stereo not drawn)	?	5	-5	-0.2	1	-2	2

Additional entries follow.
SMILES	DENV2 CPE rescue	PglD DTNB	ERp5 inh	E-sel inducer	C2C12 statin	S100A4 MyoIIA	SIRT5 inh
O=[N+]([O-])c1cc(Br)c(OCc2nnc(-c3ccccc3)o2)c(Br)c1	nt	5	6	nt	8	-6	7
O=C(OCC(O)CO)c1ccccc1Nc1ccnc2cc(Cl)ccc12 (stereo not drawn)	-2	5	3	0.1	9	5	4
C[C@@H]1CCCCO[C@@H](CN(C)C)[C@H](C)CN([C@H](C)CO)C(=O)c2cc(NS(=O)(=O)c3ccc(F)cc3)ccc2O1	6	-1	0	-0.3	-17	-28	-3
Nc1ccn([C@@H]2O[C@H](CNS(=O)(=O)c3cc4ccccc4s3)[C@@H](O)[C@H]2O)c(=O)n1	-3	-4	1	-0.2	5	0	nt
COc1ccc(S(=O)(=O)Nc2ccc3c(c2)CC(=O)N([C@H](C)CO)C[C@H](C)[C@H](CN(C)C(=O)Nc2ccccc2)O3)cc1	-7	0	64*	0.0	6	-4	-2
C[C@@H]1CCCCO[C@H](CN(C)S(=O)(=O)c2cccs2)[C@@H](C)CN([C@@H](C)CO)C(=O)c2cc(NC(=O)Nc3ccc4c(c3)OCO4)ccc2O1	2	-39	0	-0.1	nt	-1	5
O=S(=O)(NCCCc1ccccc1)c1ccc(F)c(F)c1	1	0	-2	0.0	9	3	2
COc1ccc(-c2csc(NC(C)c3nc4cc(Cl)c(N5CCCCC5)cc4n3CCOCCO)n2)cc1 (stereo not drawn)	2	-1	4	0.3	-13	-6	0
N=C1/C(=C/c2cccn2CCOc2ccccc2)C(=O)N=C2SC=C(c3ccccc3)N12	-1	-3	2	0.2	nt	2	-5
C=CCN1C[C@H](COC(=O)c2cccc(OC)c2)Oc2cccc(F)c2S1(=O)=O	10	nt	0	0.2	nt	-2	1
COc1ccc(-c2cc(C(=O)NNC(=O)c3csc(N4CCOCC4)n3)c3ccccc3n2)cc1	8	nt	-4	nt	nt	0	-1
COc1ccc(NC(=O)Nc2ccc3c(c2)C(=O)N([C@H](C)CO)C[C@@H](C)[C@@H](CN(C)Cc2ccncc2)O3)cc1	6	10	0	4.7	-10	0	-2
Cn1c(Cn2c(=O)sc3ccccc32)nnc1SCC(=O)NCCc1ccccc1	6	-2	3	0.0	7	44	nt
CCN(Cc1ccccc1)C(=O)C1CCN(C(=O)Nc2ccccc2)CC1	-3	2	1	nt	12	29	-6
CN(C)CC(=O)Nc1ccc2c(c1)[C@@H]1C[C@H](CC(=O)N3CCOCC3)O[C@@H](CO)[C@@H]1O2	8	9	nt	0.0	-4	nt	nt
O=C(CSc1nnc2ccccn12)c1ccc(Cl)cc1	3	-2	-2	nt	-6	-1	0
CN(CCC1CCOCC1)Cc1cn[nH]c1-c1ccc(-c2ccccc2)cc1	1	-3	1	7.3	-25	3	-8
Cc1cc(C)c(N)cc1C	-4	0	-3	nt	-1	-3	nt
COc1ccc(Cl)cc1NC(=O)CN1CCN(S(=O)(=O)N2CCC(C)CC2)CC1	-2	5	-4	nt	-8	1	-4
O=C(NCc1ccncc1)C1Cc2c(-c3ccc(Cl)cc3)ccnc2O1 (stereo not drawn)	8	11	0	-3.0	0	-4	6
O=C(N/N=C/c1ccncc1)NC1CCCCC1	nt	nt	-3	nt	nt	0	-8
CN1C(=O)c2cc(NC(=O)Nc3ccccc3)ccc2OC[C@H]2O[C@H](CC(=O)NC3CCC3)CC[C@@H]21	5	0	2	-0.1	-12	0	-2
CC(C)CC1C(=O)N(Cc2cn(CCC3OCCO3)nn2)CCS(=O)(=O)N1Cc1ccc(-c2ccccc2)cc1 (stereo not drawn)	-9	-3	5	2.2	-6	-12	-1
COc1ccc(-c2c(C#Cc3ccsc3)c3ccccc3n2C)cc1	16	1	0	0.1	-7	4	nt
O=C(CC1Nc2c3ccccc3nc(=S)n2C1=O)NC1CCCCC1 (stereo not drawn)	1	nt	-2	4.0	nt	-1	1
CCOC(=O)[C@@H]1[C@H]2COc3ccc(Br)cc3[C@H]2N2C(=O)N(c3ccc(OC)cc3)C(=O)[C@]12C	2	0	-5	-0.1	-6	-5	nt
COc1ccc(C(=O)Nc2cccc3nc(C)ccc23)c(OC)c1	4	1	-1	nt	7	-1	-2
COc1ccccc1C(=O)NCC(=O)NCC1(N2CCCCC2)CCCCC1	4	2	2	nt	4	-4	-7

Part of the list above in order of length of the SMILES, low to high:
SMILES	DENV2 CPE rescue	PglD DTNB	ERp5 inh	E-sel inducer	C2C12 statin	S100A4 MyoIIA	SIRT5 inh
Cc1cc(C)c(N)cc1C	-4	0	-3	nt	-1	-3	nt
COc1ccc(-c2c(C#Cc3ccsc3)c3ccccc3n2C)cc1	16	1	0	0.1	-7	4	nt
O=C(CCN1CCCCO1)N1CCCC(Nc2ccc(F)c(F)c2)C1 (stereo not drawn)	-14	-3	8	0.2	-18	-5	0
CS(=O)(=O)c1cccc(C(=O)Nc2ccccc2Cc2ccccc2)c1	13	1	-1	nt	11	-12	-11
CC(=O)N1c2c(cc(Br)cc2S(=O)(=O)NCc2ccccc2)CC1C (stereo not drawn)	5	nt	3	-0.1	-3	-3	nt
Cc1ccccc1OCC(=O)NNC(=O)c1ccc2c(=O)n3c(nc2c1)CCC3	9	-1	1	nt	-7	-13	-1
O=[N+]([O-])c1cc(Br)c(OCc2nnc(-c3ccccc3)o2)c(Br)c1	nt	5	6	nt	8	-6	7
CCCOc1ccc(N2CC(C(=O)Nc3ccccc3C(=O)NCc3ccco3)CC2=O)cc1 (stereo not drawn)	-3	-4	1	nt	18	2	-1
Nc1ccn([C@@H]2O[C@H](CNS(=O)(=O)c3cc4ccccc4s3)[C@@H](O)[C@H]2O)c(=O)n1	-3	-4	1	-0.2	5	0	nt
O=C(CN1CCOCC1)N1CC(=O)N2[C@H](CO)[C@@H](c3ccc(-c4cccc(F)c4)cc3)[C@H]2C1	14	nt	-5	0.0	nt	3	3
C[C@H]1CN([C@@H](C)CO)S(=O)(=O)c2ccc(C#CCC3CCCC3)cc2O[C@H]1CN(C)C(=O)CN(C)C	7	3	3	0.1	-86	7	-2
C[C@@H]1CCCCO[C@@H](CN(C)C)[C@H](C)CN([C@H](C)CO)C(=O)c2cc(NS(=O)(=O)c3ccc(F)cc3)ccc2O1	6	-1	0	-0.3	-17	-28	-3
